UBC13 inh: human UBC13 polyubiquitination inhibition. UBC13 polyubiquitin chain formation, TR-FRET. 0.47% of 330,000 active. AID 485273. inhibition, % at 20 µM; in the data active = inhibition above about 45%, passing the limit was not always enough
Target sequence (P61088 whole entry, looked up): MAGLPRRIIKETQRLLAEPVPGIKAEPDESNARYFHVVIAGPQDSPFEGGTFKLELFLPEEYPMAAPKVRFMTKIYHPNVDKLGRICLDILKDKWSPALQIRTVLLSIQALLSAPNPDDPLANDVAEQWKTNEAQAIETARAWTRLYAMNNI
Jurkat NFkB inh: inhibitors of the PMA/ionomycin-induced NF-kB reporter in Jurkat cells; PMA/ionomycin-induced NF-kB luciferase reporter, luminescence; 0.53% of 330,000 active; inhibition, % at 4 µM
Gli-Sufu antag: antagonists of Gli-Sufu signaling | Sufu-KO-LIGHT fibroblasts, Gli luciferase reporter luminescence | inhibition, % at 5 µM | 0.74% of 340,000 active | AID 588413;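 active = inhibition above about 55%, limit read from the data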;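 note: 0% = DMSO-treated cells and 100% = wells with medium but no cells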
SENP8 block: inhibitors of human SENP8 protease. Q96LD8. purified SENP8, Z-RLRGG-aminoluciferin cleavage, luminescence. inhibition, % at 10 µM. 1.2% of 330,000 active
Target sequence (Q96LD8 whole entry, looked up): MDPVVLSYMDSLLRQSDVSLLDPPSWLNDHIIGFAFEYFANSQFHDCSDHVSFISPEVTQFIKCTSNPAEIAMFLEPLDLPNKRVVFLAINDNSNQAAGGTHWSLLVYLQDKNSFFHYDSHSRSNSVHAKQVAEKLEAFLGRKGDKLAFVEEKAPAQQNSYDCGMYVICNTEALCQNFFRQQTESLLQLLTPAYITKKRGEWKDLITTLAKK
EBI2 block: blocks human EBI2 receptor beta-arrestin signaling; EBI2 beta-arrestin recruitment, luminescence, 7a,25-OHC stimulated; 0.81% of 360,000 active; inhibition, % at 5 µM; P32249; in the data active = inhibition above about 38%;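 note: enzyme fragment complementation signal reports receptor beta-arrestin coupling in cells; 0% = agonist plus DMSO wells and 100% = wells without agonist; some results beyond the cut were filed as inactive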
CCR6 antagonist: blocks CCL20-driven beta-arrestin recruitment at human CCR6; inhibition, % at 20 µM; 0.49% of 340,000 active; AID 493098; P51684; CHO-K1 CCR6 PathHunter beta-arrestin, luminescence, CCL20-stimulated;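 active = compounds whose inhibition of the agonist-driven luminescence signal at 20 µM reaches about 50%, limit read from the data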;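 note: cells stimulated with CCL20 at 14 nM final; plate controls were DMSO with CCL20 for no effect and DMSO without agonist for full effect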
Target sequence (P51684 whole entry, looked up): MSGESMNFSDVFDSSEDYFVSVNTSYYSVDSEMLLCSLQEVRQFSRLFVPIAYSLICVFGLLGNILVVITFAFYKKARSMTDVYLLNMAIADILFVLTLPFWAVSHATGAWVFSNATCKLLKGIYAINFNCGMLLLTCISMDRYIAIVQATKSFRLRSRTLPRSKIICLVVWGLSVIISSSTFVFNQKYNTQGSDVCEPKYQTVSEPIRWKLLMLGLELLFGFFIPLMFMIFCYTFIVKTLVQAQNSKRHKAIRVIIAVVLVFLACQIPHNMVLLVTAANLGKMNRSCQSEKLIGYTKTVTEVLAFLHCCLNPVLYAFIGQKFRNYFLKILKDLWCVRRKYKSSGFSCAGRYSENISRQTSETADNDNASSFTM
Apaf1 inhib: human Apaf-1 inhibition | 0.71% of 330,000 active | O14727 | AID 489030 | inhibition, % at 20 µM | reconstituted apoptosome caspase-3 activity, DEVD-Rh110 fluorescence; active = inhibition of at least 40% at 20 µM;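 note: plate controls were DMSO wells for no effect and DEVD-CHO caspase inhibitor wells for full effect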
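System: reconstituted apoptosome with Apaf-1, cytochrome c, caspase-9, procaspase-3, dATP; Signal: Rh110 fluorescence intensity; Schedule: 30 min compound preincubation, 50 min activation, room temperature; Reagent: cytochrome c trigger plus (Z-DEVD)2-Rh110 caspase-3 substrate.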
697 NFkB inh: inhibitors of the PMA/ionomycin-induced NF-kB reporter in 697 B cells | 0.33% of 330,000 active | 697 B-cell NF-kB luciferase reporter, 16 h | inhibition, % at 4 µM; in the data active = inhibition above about 35%
Active calls of the source: *; . = no result given; & = joins results of further samples. Cut-off read from the data, not from the text of the source, unless noted: active = inhibition above about 50%; inactive = the rest. Only part of the results is shown; rates above refer to the full screens.

SMILES	UBC13 inh	SENP8 block	697 NFkB inh	Apaf1 inhib	CCR6 antagonist	EBI2 block	Gli-Sufu antag	Jurkat NFkB inh
Cc1cc(=O)n2nc(N3CCCC(C(=O)NCCc4ccccc4)C3)sc2n1 (stereo not drawn)	-3.2	3.4	-16.9	-5.8	-14.7	2.1	-4.8	7.0
Cc1ccc(OCC(=O)NCCO)cc1C	7.1	2.2	22.4	-21.7	-7.2	-0.5	-3.0	-3.9
O=C(COC(=O)c1cc[n+]([O-])cc1)Nc1ccc(Br)cc1	6.4	-0.7	11.1	-0.1	-2.8	2.1	-8.2	-0.6
COc1ccc(C(CNC(=O)c2cc(C)oc2C)N2CCOCC2)cc1 (stereo not drawn)	-4.4	-10.8	-19.2	-1.1	12.4	18.4	1.4	9.8
C/C(=N\N(Cc1ccccc1)c1ccccc1)c1cccnc1	5.7	-3.6	-22.9	8.6	19.5	10.8	1.2	2.7
CN(C)c1cccc(N(C)C)c1CNC(=O)NC(=O)c1c(F)cccc1F	-8.4	-6.7	-35.6	13.2	2.8	-5.9	-8.4	1.8
O=C(NNS(=O)(=O)c1ccc(F)cc1)c1ccccc1O	-1.6	-1.9	11.6	-1.1	10.3	-11.5	1.0	-8.8
COc1cc2c(cc1NC(=O)CSc1ccccc1)oc1ccccc12	1.8	7.4	4.8	-1.3	-4.2	6.6	-11.9	-6.7
O=C(CNC(=O)c1ccco1)OCN1C(=O)c2ccccc2C1=O	3.6	5.1	17.3	3.3	-8.2	-4.1	-30.4	13.5
O=C(c1cnc2sccn2c1=O)N1CCc2ccccc2C1	0.0	5.4	1.3	15.4	-3.5	0.6	-0.2	-10.7
COc1ccc(S(=O)(=O)N2CCCOC2CNC(=O)C(=O)NCc2cccnc2)cc1 (stereo not drawn)	6.2	-6.4	3.2	-16.1	7.5	-3.9	-10.2	7.6
CCc1sc(C(=O)Nc2ccc(OC)c(S(=O)(=O)N3CCOCC3)c2)cc1C	-2.7	-5.0	12.5	2.6	0.2	-8.2	-2.9	-6.7
CNC(=S)NCCc1cc2c(OC)ccc(OC)c2[nH]c1=O	-2.6	4.6	16.7	-9.0	-8.6	-10.1	-7.7	-1.7
CCCCCn1c(=O)[nH]c2cc(C(=O)NCCN3CCCCC3C)ccc2c1=O (stereo not drawn)	15.3	3.6	-1.0	7.7	4.1	-0.8	2.1	-4.7
CSCCC(=O)Nc1cc(S(=O)(=O)N2CCOCC2)ccc1N1CCN(C)CC1	-5.0	2.9	18.6	3.9	-2.1	-1.9	34.2	-6.6
Cn1c(NCc2cccs2)nc2ccccc21	-4.6	-13.6	-30.2	9.9	-2.7	9.3	-24.2	-28.8
CNC(=O)c1[nH]cnc1C(=O)N[C@@H](CC(C)C)C(=O)OCc1ccccc1	-7.2	-10.9	-26.5	8.0	1.6	-8.0	-3.9	14.8
COC(=O)c1cc(NC(=O)CN2CCc3cc4c(cc3C2)OCCCO4)cc(C(=O)OC)c1	13.8	4.2	10.0	7.3	16.3	7.1	8.8	-0.9
CCCC(=O)Nc1ccc2nc(SCC(=O)Nc3nccs3)sc2c1	-2.1	3.5	3.2	7.9	-9.2	-8.0	2.1	-8.5
CCOc1ccccc1NC(=O)C(C)N1C(=O)c2ccccc2S1(=O)=O (stereo not drawn)	-2.3	1.5	2.6	9.1	10.9	4.8	-1.0	1.9
CCN1CCN(Cc2ccc(NC(=O)c3ccc(C)c(NC(=O)c4ccno4)c3)cc2C(F)(F)F)CC1	8.0	-12.4	7.6	24.2	24.2	-0.7&-8.9	30.6	18.7
Cc1cc(NC(=O)c2ccc(F)cc2)n(-c2ccccn2)n1	9.8	1.9	3.6	6.6	5.7	-17.6	0.3	9.7
CC(C)(C)NC(=O)C[C@H]1C[C@H](C(=O)N2CCOCC2)[C@@]2(C)c3[nH]c4ccc(Cl)cc4c3CCN2C1=O	.	.	1.2	7.3	13.2	-3.2	1.6	.
OCC1(CCOc2ccccc2)CCN(Cc2cn[nH]c2-c2ccc(F)cc2)CC1	18.6	1.9	0.5	-17.3	8.4	-16.1	26.2	9.2
Cc1cc(C)cc(OC(C)c2ccnc3nc(/N=C/N(C)C)nn23)c1 (stereo not drawn)	-9.2	-6.7	-24.0	9.8	6.7	-5.0	6.4	-0.7
CC(C)N(C(=O)COC(=O)c1ccc(Cl)nc1)C(C)C	6.2	-6.5	11.4	-7.1	-6.8	-25.8	-4.0	-2.4
CCC(C)c1ccccc1NC(=O)C(C)OC(=O)c1ccco1 (stereo not drawn)	-6.5	-4.7	-22.0	-7.9	5.6	0.5	2.5	-17.7
Cc1cccc(OCCNC(=O)c2ncn[nH]2)c1	5.8	-3.6	-8.2	-14.7	9.1	-0.5	5.5	9.1
COc1ccc(CN(CC2CCC(C(=O)O)CC2)C(=S)Nc2ccc(C)c(Cl)c2)cc1 (stereo not drawn)	-2.2	0.3	10.7	8.2	8.0	6.6	9.0	2.5
O=C(CCc1nnc2ccc(NCc3ccc(Cl)cc3)nn12)NC1CCCCC1	-1.6	9.4	-65.1	15.7	5.0	2.4	7.6	-13.2
COc1ccc(C(=O)Nc2cc(C)nn2-c2ccc(F)cc2)cc1	7.9	3.6	7.4	0.9	10.6	-2.8	.	14.0
CCC(C)[C@H](NC(=O)[C@@H]1Cc2c([nH]c3ccccc23)C2c3ccccc3C(=O)N21)C(=O)N1CCC[C@@H]1C(=O)O (stereo partly drawn)	-10.4	4.9	21.6	-7.8	12.0	-7.5	0.2	0.5
C/C(=N\NC(=O)Cc1ccc([N+](=O)[O-])cc1)c1cccnc1	5.0	-4.4	5.4	-0.5	-0.7	-15.9	0.2	12.2
Cc1ccc(NC(=S)NNC(=O)c2cn(C)nc2C)cc1	7.7	1.3	17.8	-1.5	23.5	2.0	7.9	0.6
CC(=O)Nc1ccc(NS(=O)(=O)c2cc(C)sc2C)cc1	-2.5	3.8	10.5	3.7	-5.0	7.1	-6.9	4.7
CC(C)N(C(=O)C(=O)c1cccn1-c1ccccc1C#N)C(C)C	-2.3	2.9	10.4	7.3	4.4	-6.3	-0.7	-10.8
CCOc1ccc2[nH]c3nc(SCC(=O)OC(C)C)nnc3c2c1	-10.5	5.8	2.4	-6.0	9.0	2.8	-1.0	6.5
Cc1[nH]c2ccccc2c1C(C[N+](=O)[O-])c1ccco1 (stereo not drawn)	-3.0	-6.8	5.4	-4.5	8.2	-13.0	-1.4	-2.0
COc1ccc(C2c3ccc(O)cc3Oc3ncn4nc(-c5ccccn5)nc4c32)cc1OC (stereo not drawn)	30.8	-8.7	18.2	-17.8	9.2	37.9	2.1	-6.0
CC(C)NC(=O)C1(c2ccccc2)CCOCC1	-1.4	1.5	16.3	0.6	9.0	-11.5	3.5	-0.1
CCOC(=O)C1CCN(C=Nc2cc(C)on2)CC1	-1.0	-8.8	10.2	-1.7	-21.3	2.3	-3.3	3.4
COc1ccc(S(=O)(=O)Nc2nnc(C(C)(C)C)s2)cc1	-1.1	-2.8	-4.8	-24.9	-1.2	-7.4	-17.6	-11.4
COc1cc(CN2CCC(n3nccc3NC(=O)CCCc3ccccc3)CC2)ccc1F	-1.3	-9.2	-37.4	11.3	22.5	14.1	-3.3	-3.5
CC(=O)NC(Cc1ccccc1)C(=O)N1CCN(C(=S)NCC(C)C)CC1 (stereo not drawn)	6.8	-2.4	13.9	-5.3	11.0	-8.0	-7.5	0.5
CC(C)(C)c1ccc(S(=O)(=O)Nc2cccnc2)cc1	13.5	2.8	10.0	-8.8	-3.3	-28.0	3.3	3.2
FC(F)(F)c1cc(-c2ccco2)nc(-n2nc(C(F)(F)F)cc2C2CC2)n1	-12.0	-9.2	3.9	4.8	15.2	20.8	-0.9	-5.3
Cc1nc2c(=O)n(-c3cccc(C(F)(F)F)c3)nc(C)c2s1	0.4	5.9	7.9	-21.6	7.5	-11.9	1.9	8.6
CS(=O)(=O)N(CC(=O)N1CCN(C(c2ccccc2)c2ccccc2)CC1)C1CCCCC1	-3.2	8.4	0.2	23.5	4.8	1.5	3.7	-1.4
COc1ccccc1CNC(=O)CN1C(=O)NC2(CCCc3sccc32)C1=O (stereo not drawn)	-2.8	-6.1	13.5	-7.7	10.8	9.0	1.5	7.3
CC(=O)c1ccc(N2CCN(CC(O)c3ccccc3)CC2)cc1 (stereo not drawn)	-2.3	1.1	8.5	-2.4	-2.1	5.4	9.7	16.7
NS(=O)(=O)c1cccc(NC(=O)COC(=O)CCN2C(=O)c3ccccc3C2=O)c1	4.0	-10.7	5.2	11.4	7.9	-8.9	2.3	-14.8
CCn1cc(NC(=O)CCl)c(C)n1	11.4	0.2	26.6	-3.8	.	.	.	6.5
O=C(CSc1nc2[nH]ncc2c(=O)[nH]1)Nc1ccccc1F	2.2	10.3	0.7	-8.9	5.5	-6.8	-5.9	7.9
CCCC1(C(=O)OC)NC(c2ccco2)C2C(=O)N(C)C(=O)C21 (stereo not drawn)	-13.3	-10.1	-5.8	8.1	2.2	-2.7	-1.1	-8.9
CCN(C[C@H]1N[C@@](CC)(C(=O)OC)[C@H]2C(=O)N(Cc3ccccc3)C(=O)[C@@H]12)C(=O)NC(C)C	3.5	-0.8	5.8	-14.1	-11.7	-3.0	-0.5	-3.1
COc1nc(NCCN2CCOCC2)nc(Nc2ccc([N+](=O)[O-])cc2)n1	-2.1	-6.4	9.7	-4.4	8.1	4.6	-1.4	-13.4
CCSc1nnc(NC(=O)CSc2nnc(-c3c[nH]c4ccccc34)n2CC)s1	-5.8	-4.2	-10.4	14.0	8.4	-3.9	6.4	-10.3

Single records (already shown):
CC(=O)c1ccc(N2CCN(CC(O)c3ccccc3)CC2)cc1 (stereo not drawn) is entered as UBC13 inh = -2.3; SENP8 block = 1.1; 697 NFkB inh = 8.5; Apaf1 inhib = -2.4; CCR6 antagonist = -2.1; EBI2 block = 5.4; Gli-Sufu antag = 9.7; Jurkat NFkB inh = 16.7
Cc1nc2c(=O)n(-c3cccc(C(F)(F)F)c3)nc(C)c2s1 is entered as UBC13 inh = 0.4; SENP8 block = 5.9; 697 NFkB inh = 7.9; Apaf1 inhib = -21.6; CCR6 antagonist = 7.5; EBI2 block = -11.9; Gli-Sufu antag = 1.9; Jurkat NFkB inh = 8.6

Screening results: PubChem, Sanford-Burnham Center for Chemical Genomics
